Source: PubChem
hgDAF-12 ag – activates the H. glycines DAF-12 receptor ligand-binding domain; HEK293 GAL4-hgDAF12 UAS-luciferase reporter, agonist luminescence; normalized to butyrate control; activation, % at 6.8 µM; actives 1.8% (n = 370,000); AID 687014;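 active = activation above a cutoff set at the mean of all screened compounds plus 3 SD, cut at about 10% in these data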;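 also: 0% = DMSO wells and 100% = sodium butyrate wells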
DAX1 inh-1 – inhibitors of DAX1 repression of SF-1 activated StAR promoter. HEK293T StAR-luciferase reporter, SF-1/DAX-1 repression relief. AID 652010. actives 1.1% (n = 370,000). inhibition, % at 6.8 µM;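 active = inhibition above the mean over all tested compounds plus 3 SD, cut at about 3.6% in these data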;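 also: 0% = DAX-1 cells with DMSO and 100% = cells lacking DAX-1 with DMSO; higher inhibition means more luminescence from relief of DAX-1 repression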
Rev-erbA mod – Rev-erb alpha (human) modulation; activity, % at 10 µM; P20393; Rev-erbα–FITC-DNA binding, fluorescence polarization, 90 min; actives 0.79% (n = 370,000); AID 1259318;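 active = activity above about 14%, limit read from the data; passing the limit was not always enough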;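 also: 0% = DMSO wells with 35 nM protein and 100% = DMSO wells with 750 nM protein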
DAX1 inh-2 – inhibits human nuclear receptor DAX1 | P51843 | HEK293 Gal4-DAX1 luciferase reporter, luminescence | inhibition, % at 6.75 µM | actives 0.99% (n = 340,000) | AID 504766;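 active = inhibition above the mean over all tested compounds plus 3 SD, cut at about 4.2% in these data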;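 also: 0% = DAX1-transfected cells with DMSO and 100% = empty-vector control cells with DMSO; inhibition shows as a rise in luminescence from relieved DAX1 repression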
hcDAF-12 act – activators of H. contortus DAF-12 nuclear receptor | HEK293 hcDAF-12 lit1-tk-luc reporter, luminescence; 0% DMSO, 100% Δ7-dafachronic acid | activation, % at 6.8 µM | actives 1.4% (n = 370,000);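 active = activation above the mean of all tested compounds plus 3 SD, cut at about 5.5% in these data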;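 also: 100% = response to 3 µM Δ7-dafachronic acid high control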
SMARCA2 act – increases SMARCA2 function in MMTV reporter cells. actives 1% (n = 370,000). MG213 cells, MMTV-luciferase reporter, dexamethasone, overnight. activation, % at 9.1 µM. AID 652017; in the data active = activation above about 7.8%;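 also: 0% = vehicle wells and 100% = reference activator wells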
MBD2 DNA inh – inhibitors of human MBD2 binding to methylated oligonucleotide. inhibition, % at 4.4 µM. actives 0.31% (n = 370,000). AID 686964. TR-FRET. Q9UBB5; in the data active = inhibition above about 13%
Target sequence (Q9UBB5 whole entry, looked up): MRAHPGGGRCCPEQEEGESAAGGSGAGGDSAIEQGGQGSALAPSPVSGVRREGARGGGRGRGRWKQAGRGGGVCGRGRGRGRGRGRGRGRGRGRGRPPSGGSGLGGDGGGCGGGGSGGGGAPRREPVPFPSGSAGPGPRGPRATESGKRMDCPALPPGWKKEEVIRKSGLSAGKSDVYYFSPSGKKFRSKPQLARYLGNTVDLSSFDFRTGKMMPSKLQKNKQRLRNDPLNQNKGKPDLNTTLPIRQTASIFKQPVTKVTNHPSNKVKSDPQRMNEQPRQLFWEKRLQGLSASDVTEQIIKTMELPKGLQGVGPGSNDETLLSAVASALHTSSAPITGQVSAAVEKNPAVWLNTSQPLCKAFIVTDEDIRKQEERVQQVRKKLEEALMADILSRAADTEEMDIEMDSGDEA
PLC-gamma1 inh – inhibitors of human phospholipase C gamma1; purified PLC-gamma1, fluorogenic substrate, fluorescence; inhibition, % at 12.2 µM; actives 0.84% (n = 370,000); AID 720700; in the data active = inhibition above about 9.5%
ssDAF12 agonist – activators of S. stercoralis DAF-12 nuclear receptor; HEK293 ssDAF-12/GRIP1 lit1-tk-luc reporter, luminescence; % of 3 µM dafachronic acid response; activation, % at 6.8 µM; actives 1% (n = 370,000); AID 652126;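 active = activation above the mean over all tested compounds plus 3 SD, cut at about 0.9% in these data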;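 also: 0% = DMSO-only wells and 100% = 3 µM delta7-dafachronic acid wells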
ADAM17 inh – inhibitors of human ADAM17 | P78536 | recombinant ADAM17, EDANS/DABCYL FRET peptide cleavage | inhibition, % at 6.95 µM | actives 0.83% (n = 370,000);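 active = inhibition above the mean of compounds lying between control limits plus 3 SD, set per campaign, cut at about 8.5% in these data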;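 also: 0% = DMSO-only wells as the low control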
Target sequence (P78536 215-824 limits assumed): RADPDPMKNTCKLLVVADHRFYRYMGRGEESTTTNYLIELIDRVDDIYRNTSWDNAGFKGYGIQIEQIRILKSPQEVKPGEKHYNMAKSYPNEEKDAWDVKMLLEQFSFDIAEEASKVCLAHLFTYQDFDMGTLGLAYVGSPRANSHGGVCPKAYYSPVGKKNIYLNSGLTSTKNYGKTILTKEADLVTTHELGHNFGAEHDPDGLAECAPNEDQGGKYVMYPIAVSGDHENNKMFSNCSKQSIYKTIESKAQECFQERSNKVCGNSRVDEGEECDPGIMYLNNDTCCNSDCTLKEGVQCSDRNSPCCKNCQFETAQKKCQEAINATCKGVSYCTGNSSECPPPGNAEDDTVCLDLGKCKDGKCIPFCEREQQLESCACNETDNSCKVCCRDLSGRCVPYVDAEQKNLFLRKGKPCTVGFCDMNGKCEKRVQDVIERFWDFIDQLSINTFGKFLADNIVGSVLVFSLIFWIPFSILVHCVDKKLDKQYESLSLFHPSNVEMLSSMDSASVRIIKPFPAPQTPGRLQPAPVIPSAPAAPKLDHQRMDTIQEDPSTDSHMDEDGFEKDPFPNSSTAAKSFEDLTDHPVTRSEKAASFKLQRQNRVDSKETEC
PLCb3 inh – blocks human PLC-beta3 enzyme activity. actives 0.18% (n = 370,000). AID 720704. inhibition, % at 12.2 µM. Purified PLC-beta3, fluorogenic substrate, fluorescence; in the data active = inhibition above about 11%;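 also: 0% = median of compound wells on plate and 100% = full blocker control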
* hit, by the source's call; / = not tested or not shown; & = joins results of further samples.

nr | molecule | hgDAF-12 ag | DAX1 inh-1 | Rev-erbA mod | DAX1 inh-2 | hcDAF-12 act | SMARCA2 act | MBD2 DNA inh | PLC-gamma1 inh | ssDAF12 agonist | ADAM17 inh | PLCb3 inh
1 | COc1ccc(OCCNC(=O)CSc2ccc(C(F)(F)F)cc2[N+](=O)[O-])cc1 | 0.3 | -0.4 | 4 | -0.1 | -0.8 | -3 | 5 | -2 | -1.4 | -5 | -3
2 | CC1(C)CC(=O)C=C(C(=O)N2CCCC(C(=O)c3cc(F)ccc3F)C2)O1 (stereo not drawn) | -2.0 | -1.2 | -7 | -0.1 | 0.7 | -3 | 6 | 4 | -1.0 | -5 | 1
3 | COc1ccc(OCC(CO)N2CCN(c3ccccc3)CC2)cc1 (stereo not drawn) | 3.2 | 0.0 | 7 | 0.5 | 1.3 | 1 | 6 | 1 | -0.9 | 0 | 0
4 | Cc1c(CCOC(=O)c2cc([N+](=O)[O-])cc([N+](=O)[O-])c2)sc[n+]1CC(=O)c1ccc(Br)cc1 | 0.7 | -0.5 | -1 | -1.8 | 0.2 | -1 | 0 | 5 | -0.9 | 0 | 0
5 | COc1ccc(-c2nc(S(=O)(=O)c3ccccc3)c(NCCCN3CCOCC3)o2)cc1 | 0.2 | -0.1 | 0 | -0.1 | 0.2 | -2 | 3 | -9 | -0.8 | 1 | -14
6 | C[C@H](CO)N1C[C@H](C)[C@@H](CN(C)S(=O)(=O)c2cn(C)cn2)Oc2c(NS(=O)(=O)c3cn(C)cn3)cccc2C1=O | -0.8 | 0.0 | 6 | 0.6 | -0.8 | -5 | 0 | 0 | -0.8 | -5 | -1
7 | COC(=O)c1ccc(Oc2nc(N3CCCCC3)nc(N3CCOCC3)n2)cc1 | -1.5 | 0.4 | 4 | 0.8 | -1.6 | -2 | 1 | 0 | -1.8 | -5 | 1
8 | CC(=O)c1cccc(NC(=O)CSc2nnc(-c3cccnc3)o2)c1 | 0.3 | -0.3 | -1 | -0.9 | -1.1 | 4 | -7 | 7 | -1.4 | -1 | -2
9 | O=C(CCN1C(=O)c2ccccc2C1=O)N1CCN(C(=O)c2ccccc2)CC1 | 3.0 | 0.5 | 3 | -0.3 | -1.3 | -2 | -1 | 0 | -1.1 | -2 | 5
10 | COc1ccccc1NC(=O)CCS(=O)(=O)c1ccccc1 | 1.8 | 0.1 | 5 | 1.9 | 1.9 | -1 | 2 | 0 | -0.9 | -2 | 4
11 | COCCNC(=S)Nc1cc(OC)c(OC)cc1C#N | 3.1 | 1.1 | 1 | 1.5 | -1.7 | -3 | 2 | -4 | -1.8 | -1 | -2
12 | O=C(CN1C(=O)NC2(CCCC2)C1=O)Nc1cc(S(=O)(=O)N2CCCCC2)ccc1Cl | 0.8 | -0.4 | 1 | 1.9 | -0.1 | -3 | -2 | -3 | -1.2 | -2 | -5
13 | Cc1ccc(-c2nc(CS(=O)CC(=O)NCc3ccc(Cl)cc3)c(C)o2)cc1 (stereo not drawn) | -0.7 | -1.0 | -1 | 0.7 | -2.6 | -1 | -4 | -3 | -1.1 | 0 | 2
14 | O=S(=O)(c1ccc(Cl)cc1)c1snnc1-c1ccccc1 | -5.2 | -2.2 | -3 | -1.7 | 0.1 | -7 | -4 | 4 | -1.2 | 2 | 3
15 | Cc1nc(CNC(=O)c2cc(COc3c(F)cccc3F)on2)cs1 | -1.1 | -0.5 | 0 | 6.3* | 0.6 | -3 | 1 | 2 | -1.8 | 2 | -6
16 | CCOc1ccc(S(=O)(=O)N2CCC(C(=O)N3CCCC3)CC2)cc1C | -1.8 | -0.5 | -3 | -0.5 | -0.1 | -2 | 10 | 11* | -0.2 | -4 | 3
17 | O=C(NNC1OC(CO)C(O)C(O)C1O)c1cccnc1 (stereo not drawn) | 5.1 | -0.5 | -2 | 1.2 | 0.0 | -1 | 1 | -3 | -1.1 | -5 | -1
18 | N/C(=N\OC(=O)CCCc1ccccc1)c1ccccc1 | 0.5 | 2.6 | 2 | 0.3 | 1.7 | 3 | 0 | -1 | -1.0 | -2 | -6
19 | CC(C)Oc1ccc(N2CC(C(=O)Nc3ccccc3F)CC2=O)cc1 (stereo not drawn) | -1.0 | -1.0 | 1 | 0.5 | -0.8 | 1 | -3 | 4 | -1.2 | 2 | -3
20 | O=C(c1cccnc1)N1CCN(C(=O)c2cccs2)CC1 | -0.7 | -0.3 | 1 | 0.9 | -1.0 | -3 | -4 | 0 | -0.8 | -2 | 1
21 | COc1cccc(CNC(=O)Cn2ccc3cc(S(=O)(=O)N4CCCCCC4)ccc32)c1OC | -4.9 | 0.1 | 10 | -1.3 | -0.1 | -3 | 4 | 2 | -1.3 | 2 | -4
22 | CCOc1ccc(CCNC(=O)COC(=O)c2ccccc2O)cc1OCC | 1.8 | -2.0 | -5 | -1.9 | -1.0 | -1 | -4 | 3 | -0.7 | 2 | -1
23 | COc1ccc(C)cc1NC(=O)C(Sc1nnc(Nc2cc(C)ccc2OC)s1)c1ccccc1 (stereo not drawn) | 1.2 | -1.2 | 5 | -1.2 | 0.5 | -4 | 5 | 1 | -1.2 | 7 | 2
24 | CSc1ncc(Cl)c(C(=O)C(C#N)c2nc3c(C)cc(C)cc3c(=O)[nH]2)n1 (stereo not drawn) | 0.1 | 0.4 | -8 | 2.2 | 0.2 | -2 | -3 | -8 | -1.7 | 2 | -7
25 | CNC(=O)COC(=O)c1cc(=O)[nH]c2ccccc12 | 1.6 | -0.6 | 0 | 2.5 | 1.8 | -1 | -4 | -132 | -1.3 | -39 | -185
26 | Cc1ccc(CNC(=O)CN(c2ccc(Cl)cc2)S(C)(=O)=O)cc1 | 1.9 | -0.1 | 3 | 0.5 | -0.4 | 2 | 1 | 0 | -0.6 | -3 | -7
27 | Cc1ccc(S(=O)(=O)Nc2ccc(O)c(S(=O)(=O)c3ccc(C)cc3)c2)cc1 | 1.4 | 0.2 | 0 | 0.1 | -1.2 | -1 | -4 | -10 | -1.1 | 4 | -6
28 | CCn1cc(C(=O)Nc2ccc(C)cc2[N+](=O)[O-])c(C)n1 | -0.8 | -0.4 | 0 | 2.8 | 0.7 | -2 | -7 | 3 | -1.4 | 3 | 1
29 | O=C(CCc1ccccc1)Nc1ccc(S(=O)(=O)Nc2nccs2)cc1 | 1.6 | -0.3 | -5 | -1.1 | 6.3* | -2 | 3 | 1 | -0.1 | 1 | -1
30 | CN(C)CCCN(C(=O)COc1ccccc1)c1nc2c(F)cccc2s1 | -1.5 | 0.1 | 0 | 2.6 | -1.2 | -1 | -1 | 0 | -1.0 | -5 | -5
31 | COc1ccc(-n2c(=S)[nH]c3cc(C(=O)NCc4ccco4)ccc3c2=O)cc1OC | -0.7&-4.6 | 0.4&-0.1 | -2&-1 | 0.2&0.1 | -0.8&-1.5 | -1&-2 | -5&0 | 2&2 | -0.7&-1.5 | -5&-2 | 0&2
32 | COc1ccccc1-c1oc2ccccc2c1-c1ccc2cc[nH]c2c1 | -0.9 | -0.5 | -2 | 2.9 | 0.0 | -1 | 3 | -117 | -0.6 | -37 | -128
33 | CCCCCCCn1c(NC(=O)CC)nc2ccccc21 | -3.4 | -0.9 | -5 | -0.6 | -2.2 | 0 | -1 | 1 | -1.9 | 2 | -4
34 | Cc1ccc(S(=O)(=O)NCC(c2ccccc2)N2CCCCC2)cc1 (stereo not drawn) | -1.6 | -0.1 | 2 | 0.1 | -1.8 | 4 | 3 | 5 | -1.6 | 2 | -4
35 | O=C(O)c1ccc(Nc2nc(-c3ccccc3)c3ccccc3n2)cc1 | 5.3 | -0.4 | -7 | -0.8 | 0.1 | 0 | 6 | -20 | -0.9 | -2 | -31
36 | Cn1c(SCC(=O)c2cc3ccccc3o2)nnc1-c1ccccc1 | 0.7 | 0.6 | -8 | -1.1 | 0.3 | -3 | 2 | -8 | -1.1 | 2 | -11
37 | Cc1ccc(N2CC(C(=O)Nc3ccccc3N3CCCC3)CC2=O)cc1 (stereo not drawn) | 1.9 | 2.8 | 2 | 0.0 | -0.7 | 2 | 1 | 1 | -0.9 | 1 | -3
38 | COc1ccc(CC(=O)NCC(=O)N/N=C(/C)c2ccco2)cc1 | 0.3 | -0.3 | -4 | / | -2.2 | -1 | 0 | -2 | -1.4 | -4 | -1
39 | Cc1cnc(C(=O)OCC(=O)N(C(C)C)C(C)C)cn1 | 1.3 | 1.1 | -4 | -0.2 | -1.2 | 1 | 1 | -2 | -1.1 | -3 | 3
40 | Cc1ccc(NC(=O)C2CCCN2S(=O)(=O)c2ccc3c(c2)n(C)c(=O)c(=O)n3C)cc1C (stereo not drawn) | -0.3 | -0.3 | -5 | 0.1 | -0.2 | -1 | 0 | -4 | -1.6 | -3 | -5
41 | CC(C)(C)C(=O)Nc1ccc(C(=O)CN2C(=O)NC3(CCOc4ccccc43)C2=O)cc1 (stereo not drawn) | 3.7 | -0.2 | -2 | 0.5 | 1.9 | -2 | 0 | -6 | -0.3 | -4 | -11
42 | COc1cccc(OCc2nc3ncc(Br)cc3[nH]2)c1 | 8.1 | -0.1 | 26* | -2.0 | 0.5 | 4 | -8 | 1 | -0.7 | -3 | 5
43 | OC(c1cc(F)cc(Cl)c1)c1ncc(-c2ccccc2C(F)(F)F)[nH]1 (stereo not drawn) | -1.5 | -0.1 | -6 | / | -1.5 | 1 | -1 | 3 | -1.6 | 5 | 3
44 | COc1cccc(C(=O)NC2CC3CCCC(C2)N3Cc2ccc(C)cc2)c1 (stereo not drawn) | -2.5 | 0.4 | -6 | 0.3 | -0.9 | 2 | -4 | 1 | -0.4 | 2 | -1
45 | Cc1cccc(N(C(=O)c2csnn2)C(C(=O)NC2CCCC2)c2ccncc2)c1 (stereo not drawn) | -0.6 | -0.1 | 0 | 0.3 | 2.5 | -2 | -4 | 1 | -1.1 | -3 | -5
46 | CCCCN1C(=O)C(CC(=O)NCc2ccco2)CC(C(=O)N2CCCCCC2)=C1C (stereo not drawn) | -2.4 | -0.3 | -2 | / | 0.7 | -1 | -2 | -4 | -0.3 | -4 | 4
47 | Cc1cc(O)c(S(=O)(=O)c2ccccc2)c(C)c1NS(=O)(=O)c1ccccc1 | 0.7 | -0.3 | 0 | -1.6 | 3.4 | -1 | 7 | 5 | 0.1 | 2 | -7
48 | COc1ccc(C(=O)NCC(=O)OCC(=O)NC23CC4CC(CC(C4)C2)C3)cc1 | -1.7 | 1.3 | -2 | 0.9 | 1.2 | 2 | -1 | 4 | -1.2 | 1 | -1
49 | NC(=O)CC(NC(=O)Cc1ccc(Br)cc1)c1ccc(NCC2CC2)c([N+](=O)[O-])c1 (stereo not drawn) | -2.8 | -0.2 | 2 | 0.1 | 0.7 | 0 | -2 | 1 | -1.3 | 3 | 3
50 | COc1ccc(NC(=O)c2[nH]c(C)c(C(C)=O)c2C)cc1Cl | 3.5 | 0.3 | 6 | 0.8 | 5.0 | 1 | 4 | -2 | 0.1 | -3 | -6
51 | COCCN(CC(=O)NCc1ccccc1)C(=O)CCC(=O)Nc1ccccn1 | 2.2 | -0.5 | 0 | 0.2 | 0.2 | 0 | 6 | 2 | -0.6 | -3 | 3
